AGP1-GFP MLPCN = modulators of TOR pathway AGP1-GFP in S. cerevisiae | AID 2066 | S. cerevisiae AGP1-GFP multiplex flow cytometry, 3 h; GFP as percent of DMSO wells | hit rate 0.02% among 320,000 | GFP response vs DMSO, % at 10 µM;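 active = GFP response relative to DMSO above a set limit, near screen average plus 3 SD, cut at about 150% in these data; inconclusive = fewer than 70 cells counted for the yeast strain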;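 also: median GFP channel fluorescence of the gated AGP1 strain per well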
Bcl-xL primary = inhibitors of human Bcl-xL | GST-Bcl-xL / FITC-Bim BH3 peptide fluorescence polarization | inhibition, % at 10.9 µM | hit rate 0.7% among 320,000 | AID 2129;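 active = inhibition above the mean of all tested compounds plus 3 SD, cutoff set per campaign, cut at about 30% in these data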;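 also: 0% = DMSO wells and 100% = unlabeled Bim-BH3 peptide competitor; inhibitors lower millipolarization by displacing the labeled peptide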
Target sequence (Q07817 whole entry, looked up): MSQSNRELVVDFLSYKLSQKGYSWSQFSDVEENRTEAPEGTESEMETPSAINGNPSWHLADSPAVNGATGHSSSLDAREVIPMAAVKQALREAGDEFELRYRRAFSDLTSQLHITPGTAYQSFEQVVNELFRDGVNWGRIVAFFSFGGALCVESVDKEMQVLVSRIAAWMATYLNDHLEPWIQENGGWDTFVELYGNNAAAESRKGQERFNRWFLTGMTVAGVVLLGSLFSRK
Yeast superoxide = lowers age-related superoxide in aged yeast cells; superoxide response (% of plate mean), % at 10 µM; AID 2690; S. cerevisiae aged cells, superoxide DHE fluorescence; active compounds read low; hit rate 0.18% among 330,000;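 active = superoxide response under a set limit, about three screen SD below normal, cut at about 65% in these data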;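 also: yeast aged for seven days with compound at 30 °C before DHE staining; 100% = average MFI of all compound-treated wells on the plate with controls excluded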
MEX-5 binding = C. elegans MEX-5 TCR-2 RNA binding activity | Q9XUB2 | activity score (negative = inhibition of binding), % at 10 µM | hit rate 0.38% among 300,000 | MEX-5/FITC-TCR2 RNA binding, fluorescence polarization; active compounds read low;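 active = inhibition past about -25% in most replicates, and total fluorescence under double the plate's negative control median, limit read from the data; inconclusive = replicates evenly split on the limit, or fluorescence at least double controls; inactive = too little inhibition in most replicates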;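 also: 0% = DMSO and -100% = 5 µM competing unlabeled TCR2 RNA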
GLD-1 TGE inh = GLD-1-TGE RNA interaction inhibition (C. elegans). Q17339. purified GLD-1 + fluorescein TGE RNA, fluorescence polarization. inhibition, % at 5.96 µM. hit rate 0.44% among 320,000. AID 2280;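 active = percent inhibition above a per-plate cutoff, the plate mean of test compounds plus 3 SD, cut at about 30% in these data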;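 also: 0% = DMSO wells with GLD-1 and probe and 100% = wells lacking GLD-1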
Target sequence (Q17339 whole entry, looked up): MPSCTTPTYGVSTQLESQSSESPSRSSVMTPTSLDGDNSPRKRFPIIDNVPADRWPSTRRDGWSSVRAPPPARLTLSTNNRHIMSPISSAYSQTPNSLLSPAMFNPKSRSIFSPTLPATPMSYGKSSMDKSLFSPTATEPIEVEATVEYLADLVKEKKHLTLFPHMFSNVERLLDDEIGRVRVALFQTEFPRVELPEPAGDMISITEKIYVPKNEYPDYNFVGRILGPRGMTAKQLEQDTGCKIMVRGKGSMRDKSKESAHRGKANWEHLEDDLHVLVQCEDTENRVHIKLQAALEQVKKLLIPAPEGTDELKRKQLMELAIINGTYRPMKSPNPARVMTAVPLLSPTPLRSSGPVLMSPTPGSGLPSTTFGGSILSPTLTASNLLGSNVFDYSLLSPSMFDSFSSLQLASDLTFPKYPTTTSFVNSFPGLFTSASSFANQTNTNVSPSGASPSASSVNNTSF
VLA-4 inh = inhibition in a human VLA-4 binding assay; hit rate 0.2% among 330,000; P13612; VLA-4 expressing cells, ligand binding flow cytometry; inhibition, % (about 7 µM as worked out from the volumes in the protocol); in the data active = inhibition above about 50%
CIT2 TOR yeast = modulators of TOR pathway CIT2-GFP in S. cerevisiae. S. cerevisiae CIT2-GFP strain, flow cytometry, 3 h; 100 means same as DMSO wells. GFP response vs DMSO, % at 10 µM. hit rate 0.065% among 320,000;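 active = GFP response relative to DMSO above a set limit, near the screen mean plus 3 SD, cut at about 150% in these data; inconclusive = Fewer than 70 cells measured for a yeast strain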;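 also: ratio of well median GFP fluorescence to mean of DMSO wells on the plate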
GRK2 aptamer HTS = blocks RNA aptamer binding to human GRK2. P25098. inhibition of aptamer binding, % at 10 µM. hit rate 0.59% among 330,000. bead flow cytometry, FAM-aptamer displacement from GRK2. AID 488847;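 active = inhibition of aptamer binding above 40%, roughly 3 SD of noise, on plates passing a quality check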;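 also: median bead fluorescence of bound FAM aptamer so fluorescent compounds give negative values; no value below 0 was filed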
MCL1 BIM primary = inhibitors of human MCL1 binding to BIM-BH3 peptide | AID 2057 | inhibition, % at 10.9 µM | Q07820 | hit rate 0.68% among 320,000 | GST-MCL1 / FITC-Bim-BH3 fluorescence polarization;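 active = inhibition above the mean inhibition of all tested compounds plus 3 SD, set per campaign, cut at about 40% in these data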;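 also: 0% = DMSO wells and 100% = unlabeled Bim-BH3 peptide control; higher means more loss of mP so more displacement of Bim peptide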
Target sequence (Q07820 whole entry, looked up): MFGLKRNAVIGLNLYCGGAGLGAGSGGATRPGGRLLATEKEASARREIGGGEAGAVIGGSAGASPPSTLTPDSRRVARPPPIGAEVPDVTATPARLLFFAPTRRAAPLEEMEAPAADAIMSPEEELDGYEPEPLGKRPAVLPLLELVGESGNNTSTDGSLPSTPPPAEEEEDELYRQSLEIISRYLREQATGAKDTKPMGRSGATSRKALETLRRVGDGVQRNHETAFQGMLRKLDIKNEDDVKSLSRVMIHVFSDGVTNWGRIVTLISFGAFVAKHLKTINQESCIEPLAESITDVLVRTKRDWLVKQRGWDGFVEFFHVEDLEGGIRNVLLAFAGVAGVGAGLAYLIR
* marks the source's active call; other numbers are inactive results; u = inconclusive; x = not tested or not shown; [ ] = remark or other dose. Rows were taken by chance, and some 2.1% of all compounds hit somewhere here.

SMILES	AGP1-GFP MLPCN	CIT2 TOR yeast	MEX-5 binding	GRK2 aptamer HTS	GLD-1 TGE inh	MCL1 BIM primary	Bcl-xL primary	Yeast superoxide	VLA-4 inh
C#CC[N+](C)(C)CC#Cc1ccc(Cl)cc1	97	100	1.0	0	-5	19	5	88	-5
O=C(CCc1ccccc1)Nc1ccccc1[N+](=O)[O-]	96	95	0.0	1	4	-9	1	98	-16
COc1ccc(OCc2cc(C(=O)NCCCc3ccccc3)no2)c(Cl)c1	97	85	3.6	0	1	1	4	106	10
COc1ccc(CN(C(=O)c2ccc(-c3ccccc3)[nH]2)C(C(=O)NCC2CCCO2)c2ccc(C)o2)cc1 (centres undefined)	103	98	1.0	0	3	6	8	83	-3
CCOc1ccccc1NC(=O)C1CCCN(S(=O)(=O)c2ccc3c(c2)C(C)(C)C(=O)N3C)C1 (centres undefined)	102	98	0.6	2	-3	2	-2	106	50*
CC(=O)n1nc(-c2ccccc2)nc1NCc1ccc(F)cc1	96	85	4.1	0	-3	-9	5	93	7
O=C(C1CCCO1)N1CCN(C(=S)Nc2ccc(Cl)cc2)CC1 (centres undefined)	108	113	1.4	3	6	8	8	92	3
O=C(Nc1ccc(S(=O)(=O)N2CCOCC2)cc1)c1ccc(=O)[nH]c1	110	117	-0.2	0	2	6	7	92	23
CCOP(=O)(Nc1ccc2oc(=O)c3ccccc3c2c1)OCC	102	102	-2.4	0	-2	5	5	101	14
Cc1ccc(-n2c(C)cc(/C([O-])=C(/C(=S)Nc3ccc(F)c(Cl)c3)[n+]3ccccc3)c2C)cc1	33[may fluoresce violet]	u	0.0	1	7	11	5	103	-14
CCOc1ccc(CC(=O)Nc2ccc(S(=O)(=O)Nc3cc(C)on3)cc2)cc1OCC	104	106	1.5	1	3	6	5	122	5
COc1cccc(-c2csc(N3CCN(C(=O)Nc4ccccc4OC)CC3)n2)c1	97	94	-1.1	1	3	9	-2	92	7
O=C(NCCN1C(=O)S/C(=C\c2ccc(OC(F)F)cc2)C1=O)c1cnccn1	87	85	1.8	0	6	-8	3	111	15
Cc1ccc(CNC(=O)CSc2ccc(-c3ccco3)nn2)cc1	112	105	-0.2	2	1	10	7	86	-4
Cc1nc(-c2ccc3c(c2)CCC(=O)N3)cs1	92	91	-1.3	1	-3	1	2	98	4
CC(C)n1c(O)c(N=NC(=O)CNC(=O)CCc2ccccc2)c2ccccc21	102	94	-4.5	3	-6	-8	1	96	-6
O=C(Nc1ccc(CN2CCCCC2)cc1)c1ccc2c(c1)OCO2	99	105	0.3	0	2	1	-3	84	-62
COc1ccc(NC(=O)c2ccccc2Oc2ccccc2)cc1	92	99	1.7	0	6	-9	8	92	2
COC(=O)c1ccc(N2CCN(C(C)=O)CC2)c(NC(=O)COc2ccccc2C)c1	101	104	-1.6	7	0	13	6	90	18
O=C(Nc1cc(S(=O)(=O)N2CCOCC2)ccc1N1CCOCC1)c1cn2ccccc2n1	97	97	-1.0	3	-1	-2	1	94	-1
Cc1nn2c(-c3ccc(S(=O)(=O)N4CCN(C)CC4)o3)nnc2c2ccccc12	90	98	1.5	1	-7	-7	4	116	7
CCOc1ccc(-n2cnc3scc(-c4ccc(OC)c(OC)c4)c3c2=O)cc1	104	117	-0.3	0	4	4	1	87	4
COc1cc(C(=O)NCc2ccccc2)ccc1OC(F)F	96	101	0.2	0	3	3	6	95	15
Cc1cc(C)c(S(=O)(=O)n2ccc(-c3ccc(OCCN(C)c4ccccn4)cc3)n2)c(C)c1	102	101	3.5	0	-1	2	6	102	-1
Cc1ccc(S(=O)(=O)N2CCC(C(=O)OCC(=O)N3CCCC(C)C3)CC2)cc1C (centres undefined)	103	92	-1.7	0	-3	-5	6	95	-3

Laid out differently: 10 of the compounds above
Value order: AGP1-GFP MLPCN | CIT2 TOR yeast | MEX-5 binding | GRK2 aptamer HTS | GLD-1 TGE inh | MCL1 BIM primary | Bcl-xL primary | Yeast superoxide | VLA-4 inh
> CC(=O)n1nc(-c2ccccc2)nc1NCc1ccc(F)cc1
  96 | 85 | 4.1 | 0 | -3 | -9 | 5 | 93 | 7
> O=C(C1CCCO1)N1CCN(C(=S)Nc2ccc(Cl)cc2)CC1 (centres undefined)
  108 | 113 | 1.4 | 3 | 6 | 8 | 8 | 92 | 3
> O=C(Nc1ccc(S(=O)(=O)N2CCOCC2)cc1)c1ccc(=O)[nH]c1
  110 | 117 | -0.2 | 0 | 2 | 6 | 7 | 92 | 23
> CCOP(=O)(Nc1ccc2oc(=O)c3ccccc3c2c1)OCC
  102 | 102 | -2.4 | 0 | -2 | 5 | 5 | 101 | 14
> Cc1ccc(-n2c(C)cc(/C([O-])=C(/C(=S)Nc3ccc(F)c(Cl)c3)[n+]3ccccc3)c2C)cc1
  33[may fluoresce violet] | u | 0.0 | 1 | 7 | 11 | 5 | 103 | -14
> CCOc1ccc(CC(=O)Nc2ccc(S(=O)(=O)Nc3cc(C)on3)cc2)cc1OCC
  104 | 106 | 1.5 | 1 | 3 | 6 | 5 | 122 | 5
> COc1cccc(-c2csc(N3CCN(C(=O)Nc4ccccc4OC)CC3)n2)c1
  97 | 94 | -1.1 | 1 | 3 | 9 | -2 | 92 | 7
> O=C(NCCN1C(=O)S/C(=C\c2ccc(OC(F)F)cc2)C1=O)c1cnccn1
  87 | 85 | 1.8 | 0 | 6 | -8 | 3 | 111 | 15
> Cc1ccc(CNC(=O)CSc2ccc(-c3ccco3)nn2)cc1
  112 | 105 | -0.2 | 2 | 1 | 10 | 7 | 86 | -4
> Cc1nc(-c2ccc3c(c2)CCC(=O)N3)cs1
  92 | 91 | -1.3 | 1 | -3 | 1 | 2 | 98 | 4

(further entries)
SMILES	AGP1-GFP MLPCN	CIT2 TOR yeast	MEX-5 binding	GRK2 aptamer HTS	GLD-1 TGE inh	MCL1 BIM primary	Bcl-xL primary	Yeast superoxide	VLA-4 inh
CC(=O)N1CCc2c(sc(NC(=O)c3ccc(S(=O)(=O)N(C)C)cc3)c2C#N)C1	105	104	0.7	0	3	41*	1	100	6
CCN(CC)S(=O)(=O)c1ccc(-c2nnco2)cc1	95	89	-0.3	0	-5	7	8	105	3
Cc1cc(C)n2ncc(-c3cccc(Br)c3)c2n1	104	103	-0.7	3	-5	0	7	85	-10
C#CCOC(=O)Nc1ccc(OCC(F)(F)F)nc1	94	89	0.9	1	3	-2	3	107	23
CNC(=O)CN(C)S(=O)(=O)c1ccc(OC)c(Cl)c1	85	82	2.0	2	5	3	2	112	15
CCOC(=O)c1ccc(NC(=O)C2CCC(CNc3c(N4CCOCC4)c(=O)c3=O)CC2)cc1 (centres undefined)	99	90	0.5	0	1	4	3	85	-1
C=CCn1c(COc2ccccc2)nnc1SCC(=O)NCC(=O)OCC	100	93	3.7	0	-10	-6	-13	111	21
NC(=O)C1(N2CCCCC2)CCN(Cc2ccc(F)cc2)CC1	102	104	-1.4	3	5	7	2	109	2
N#CC1(c2ccccc2)CCCN1C(=O)c1ccc(Br)o1 (centres undefined)	100	104	-0.4	0	7	3	2	99	-56
Cc1cc2oc(=O)sc2cc1NS(=O)(=O)c1ccccc1	97	102	-0.7	0	2	7	-1	98	6
Cc1cc(=O)c2cc(Br)ccc2n1CC(=O)NCc1ccccc1	115	105	-3.5	0	-9	-11	-9	79	9
COc1ccc(Cl)cc1C(=O)NC(=S)Nc1cc(-c2nc3ccccc3[nH]2)ccc1C	105	96	-0.5	4	-2	6	1	112	17
CC(=O)c1cccc(N(CC(=O)NC2CCCCC2)C(=O)CNC(=O)c2cccs2)c1	100	95	1.1	0	-5	4	0	108	4
O=C(CN1CCCCC1)Nc1c2c(nc3ccccc13)N(c1ccccc1)CC2	109	x	-2.3	0	0	-12	-3	112	-3
O=C(Nc1nc2ccc(F)cc2s1)c1ccc(N2CCCC2=O)cc1	105	92	-2.9	4	-3	-2	-3	91	-1
COC(=O)CC1C(=O)NC2CCCCC2N1C(=O)CCl (centres undefined)	86	96	-1.2	1	0	5	7	101	5
O=C(CNC(=O)c1sc2ccccc2c1Cl)NCc1ccccc1	80	95	-2.7	0	1	-9	2	125	-5
Cc1ccc(S(=O)(=O)N2CCC(N3CCN(C)CC3)CC2)cc1Cl	100	104	1.3	0	3	1	4	89	7
O=C(CN(Cc1ccco1)C(=O)c1ccc(Cl)cc1)Nc1c(Cl)cc(Cl)cc1Cl	97	97	x	0	-1	-5	0	106	0
CCCS(=O)(=O)N1CCC(C(=O)NC2CCCC(C)C2C)CC1 (centres undefined)	93	100	3.0	0	5	-5	1	106	-16
O=C(COC(=O)CC(c1ccccc1)c1ccccc1)Nc1c(F)cccc1F	95	96	1.7	0	-6	-3	-2	90	10
NS(=O)(=O)c1cccc(NC(=O)CN2CCCc3ccccc32)c1	111	102	-0.2	0	-39	16	20	94	22
Cc1cc(Cl)ccc1OCc1nc(-c2ccncc2)no1	104	103	-0.6	1	5	6	9	107	-1
Cc1cccc(-c2nnc(N)s2)c1	94	86	2.2	1	1	5	6	97	23
CC(C)Cc1ccc(S(=O)(=O)NCC2CCCO2)cc1 (centres undefined)	108	110	0.7	0	-2	3	3	101	8
Cc1ccc(-c2csc(NC(=O)c3cccc([N+](=O)[O-])c3C(=O)O)n2)cc1	88	98	-2.1	7	7	-3	-3	120	7
CCOc1ccc(NC(=O)C(CC(=O)O)Cc2ccc(Br)cc2)cc1 (centres undefined)	25[may fluoresce violet]	u	1.9	0	6	-5	-4	99	5
Cc1ccc2oc(C(=O)N3CCC(N4CCSCC4)CC3)c(C)c2c1	97	98	0.7	0	-9	-14	-2	113	-2
O=S(=O)(NCCSc1ccccc1)c1ccc2c(c1)OCCO2	99	108	-1.9	1	2	7	7	92	-9
CN(C(=O)Cn1nnc(-c2cccc(C(F)(F)F)c2)n1)C1CCCCC1	102	96	-1.3	0	3	-4	7	101	4
CCOC(=O)c1ccc(COC(=O)c2cc(=O)[nH]c3ccccc23)o1	79	72	0.4	3	3	1	3	96	-6
O=S(=O)(c1ccc(Cl)c(NC(=S)Nc2cccc(O)c2)c1)N1CCOCC1	93	95	-1.4	6	-1	7	3	99	12
O=C(CN1CCN(S(=O)(=O)c2ccc(Cl)cc2)CC1)NCc1cccs1	110	93	1.1	3	2	2	4	102	2
COc1ccc(C2SCCN2C(=S)Nc2ccc(Cl)cc2)cc1 (centres undefined)	99	102	-0.2	2	4	14	10	72	-14
CC(C)CCNC(=O)CN(Cc1ccccc1Cl)C(=O)CCC(=O)Nc1ccccn1	102	102	1.9	3	-1	8	5	93	14
CCN(CC)CCNC(=O)c1cc(-c2ccc(Br)s2)nc2ccccc12	98	97	-1.1	0	3	-7	4	97	17
CCCCNC(=O)CCn1nc(-c2ccccc2)ccc1=O	96	98	1.9	0	0	-1	1	113	1
Cc1csc(NC(=O)c2cccc(S(=O)(=O)N3CCN(C)CC3)c2)n1	106	99	-0.9	1	-4	0	6	95	2
